ATXN viability: reduces viability in counter-screen for ATXN expression inhibitors. S2 cells (HEK-293 line with an ATXN2-luciferase reporter) viability, CellTiter-Fluor protease fluorescence, 24 h. Potency, µM (top dose mostly 56.7 µM), hits mostly cytotoxic. actives 0.49% (n = 400,000); further: potency means the concentration at half of the fitted maximal effect; nearly all actives have a fitted effect of over 40% in size
MCF10A rereplic: DNA re-replication induction in MCF 10a cells | MCF 10A DNA re-replication, Hoechst nuclear intensity, 48 h | actives 2.9% (n = 350,000) | Potency, µM (series often up to 46.1 µM), for the others: at the top dose activity, positive = re-replication, most hits filed as activators | AID 624296; further: potency means the concentration at half of the fitted maximal effect; % of control where 0% means no effect; nearly all actives have a fitted effect of over 50% in size
IL1B secr inh: inhibitors of inflammasome signaling (IL-1 beta secretion) | THP-1 LPS/ATP IL-1B secretion, AlphaLISA, 16 h; stronger effect = lower value | activity change, % at 57.5 µM | actives 4.7% (n = 360,000) | AID 743279; in the data active means activity change below about -50%; inconclusive means mostly about -30% to -49%; further: on the % scale 0 is the no-effect control and ±100 the full control effect
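Secreted IL-1B measured by AlphaLISA bead assay after 16 h compound exposure of THP-1 cells; compounds (final up to 57.5 uM) added 1 h before LPS (250 ng/mL) and ATP (1.25 mM) stimulation; lower signal means less secretion.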
HT1080-NT tox: kills 2HG-producing HT-1080-NT fibrosarcoma cells; HT-1080-NT fibrosarcoma viability, CellTiter-Glo ATP luminescence, 48 h; Potency, µM (doses to about 46.1 µM), for the others: at the top dose activity, negative = less viability, actives largely listed as cytotoxic; actives 1.6% (n = 360,000);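 further: NT is the 2HG producing partner of a matched IDH1 knockdown line; potency means the concentration at half of the fitted maximal effect; 0% = DMSO-treated cells and -100% = media-only wells without cells; nearly all actives have a fitted effect of over 55% in size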
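Viability of the 2HG-overproducing fibrosarcoma line after 48 hours of compound exposure at 37 degrees C was determined by luminescence with CellTiter-Glo, and concentration-effect curves were then fitted and categorized.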
SW480 rerep: DNA re-replication induction in SW480 cells; SW480 DNA re-replication, Hoechst DNA content imaging, 48 h; Potency, µM (top dose mostly 46.1 µM), inactives show top-dose re-replication activation, hits mostly activators; actives 1.8% (n = 340,000); further: potency means the concentration at half of the fitted maximal effect; % of control where 0% means no effect; nearly all actives have a fitted effect of over 55% in size
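SW480 cells exposed to compounds for 48 hr at 37 C, 5% CO2, then Hoechst-stained 40 min. Nuclear DNA content imaged by fluorescence scanning (405 nm excitation, 500-530 nm emission); re-replication scored as increased high-intensity nuclei.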
KB-3-1 cytotox: kills parental KB-3-1 adenocarcinoma cells; KB-3-1 viability, CellTiter-Glo ATP luminescence, 72 h; Potency, µM (highest dose often 46.1 µM), for inactives: top-dose activity change, negative = cytotoxic, actives largely listed as cytotoxic; actives 1.4% (n = 400,000); AID 1347075; further: potency means the concentration at half of the fitted maximal effect; on the % scale 0 is the no-effect control and ±100 the full control effect; nearly all actives have a fitted effect of over 60% in size
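Multi-concentration cytotoxicity screen in KB-3-1 cells grown in DMEM lacking phenol red with 10% FBS. After 72 h at 37 °C with compound, ATP-dependent luminescence was recorded.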
HepG2 tox: HepG2 cytotoxicity, counter-screen for TGF-b inhibitors; HepG2 CAGA-GFP viability, ATP luminescence, 18 h; Potency, µM (top dose mostly 46.1 µM), for inactives: at the highest dose activity change, negative = cytotoxicity, actives largely listed as cytotoxic; actives 0.76% (n = 410,000); further: potency means the concentration at half of the fitted maximal effect; some results filed as inactive show a strong effect at the top dose
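CellTiter-Glo luminescence gave cytotoxicity after 18 hours at 37 degrees C. The cells were HepG2 CAGA-GFP in 1% FBS DMEM, stimulated with 500 pg/mL TGF-beta after compound addition. %Activity was normalised to no-cell wells (complete cell-killing) and DMSO (no toxicity), and curves were fitted and classified.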
HT1080 IDH1KD tx: toxicity to HT-1080 IDH1 knockdown cells (counter line) | HT-1080 IDH1 knockdown viability, ATP luminescence, 48 h | Potency, µM (highest dose often 46.1 µM), without a hit: at the top dose activity, negative = toxicity, most hits filed as cytotoxic | actives 2% (n = 360,000) | AID 686971;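 further: potency means the concentration at half of the fitted maximal effect; 0% = DMSO wells and -100% = cell-free medium wells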
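Knockdown cells (IDH1KD HT-1080) received compounds 2 h after plating at 750 cells/well and were kept 48 h at 37 °C in 5% FBS RPMI. A CellTiter-Glo luminescence read gave % activity for curve fitting.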
ATXN2 expr inh: ATXN2 expression inhibition. HEK-293 ATXN2-luciferase reporter, luminescence, 24 h. Potency, µM (doses to about 57 µM), for the others: at the highest dose activity change, negative = inhibition, hits mostly inhibitors. actives 0.72% (n = 360,000); further: potency means the concentration at half of the fitted maximal effect; on the % scale 0 is the no-effect control and ±100 the full control effect; nearly all actives have a fitted effect of over 55% in size
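ATXN2-luciferase reporter cells (luciferase flanked by upstream and downstream ATXN2 gene portions) were treated 24 h at 37 °C with compounds at up to 57 uM. SteadyGlo luminescence gave expression; GF-AFC fluorescence gave viability.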
* = called active by the depositor; i = inactive; u = inconclusive; x = no result given; & = joins results of further samples; [ ] = dose if it differs, or a comment. Unless noted, the call rests on the fitted dose curve; in most records, active means well fitted curve in the direction sought with a large enough effect; inconclusive means small, poorly fitted or top-dose-only effect, or another doubt; inactive means no such curve, though single readings can be large; an effect the other way counts as inactive or inconclusive.

canonical_smiles | ATXN viability | MCF10A rereplic | IL1B secr inh | HT1080-NT tox | SW480 rerep | KB-3-1 cytotox | HepG2 tox | HT1080 IDH1KD tx | ATXN2 expr inh
COc1ccccc1/C=C/C=C(\C#N)C(=O)NC(C)c1ccccc1 (stereo unspecified) | i | u | -94* | u | u | u | -7% | u | -21%
CC1CCC2(CC1)NC(=O)N(CC(=O)N1CCN(S(=O)(=O)c3ccc4c(c3)CCC4)CC1)C2=O (stereo unspecified) | i | -2% | -7 | -4% | -4% | -2% | -33% | 1% | -7%
Cc1cc(C)c(C#N)c(N)n1 | i | u | 10 | -4% | 1% | 23% | -9% | -5% | 8%
c1nc(NC2CCCC2)c2[nH]cnc2n1 | i | -6% | -25 | 0% | -1% | -4%&-23% | -7%&3% | 4% | 8%
Brc1cccc(-c2nc3c4ccccc4ccn3c2CC2CCCCC2)c1 | i | x | 76 | 1% | x | 10% | x | 4% | 9%
COc1ccc2c(c1)c1nnc(SC)nc1n2C | i | 23% | 18 | 23% | -1% | -1% | -6% | -1% | 16%
Cc1ccc(C)c(N=C2CCCN2Cc2ccccc2)c1C#N | i | 0% | 6 | -3% | 0% | 0% | -26% | -1% | -11%
O=S(=O)(Nc1ccc2nc(N3CCOCC3)sc2c1)c1ccc(Cl)cc1 | i | -2% | -10 | -1% | -1% | 1% | -22% | -1% | x
O=C(NCc1cccc(F)c1)C1CCC(=O)N(CCCN2CCOCC2)C1 (stereo unspecified) | i | -3% | 7 | 9% | -5% | -11% | -6% | 9% | 0%
CCN1CCC2(CCN(C(=O)c3cc(COc4cc(C)ccc4C)on3)C2)C1 (stereo unspecified) | i | u | 31 | -17% | u | 10% | -5% | -2% | -1%
CCN1C(=O)C2CCCCN2c2ccc(C(=O)NCCOC)cc21 (stereo unspecified) | i | 0% | 12 | 27% | 17% | -2% | 1% | 8% | x
COc1ccc(C(C(=O)Nc2ccc(F)cc2)N(C(=O)Cn2nnc3ccccc32)C2CC2)cc1 (stereo unspecified) | i | -2% | -72* | -8% | 6% | -2% | -2% | -25% | -8%
CCOC(=O)c1cc(-c2ccc(Cl)s2)[nH]n1 | i | 2% | 12 | 7% | 6% | 2% | -87% | 5% | x
COc1ccccc1NC(=O)c1ccc(-c2nc(COc3ccc(C)cc3)c(C)o2)cc1 | i | x | x | x | x | -5% | -21% | x | 1%
COc1ccc(NC(=O)Cn2nnc(C(=O)Nc3ccc(F)c(Cl)c3)c2N)cc1OC | i | u | 36 | -6% | 29% | 2% | -1%&-2% | -2% | x

3 compounds from above, arranged by number of heavy atoms, highest first.
canonical_smiles | ATXN viability | MCF10A rereplic | IL1B secr inh | HT1080-NT tox | SW480 rerep | KB-3-1 cytotox | HepG2 tox | HT1080 IDH1KD tx | ATXN2 expr inh
COc1ccccc1NC(=O)c1ccc(-c2nc(COc3ccc(C)cc3)c(C)o2)cc1 | i | x | x | x | x | -5% | -21% | x | 1%
CCN1CCC2(CCN(C(=O)c3cc(COc4cc(C)ccc4C)on3)C2)C1 (stereo unspecified) | i | u | 31 | -17% | u | 10% | -5% | -2% | -1%
c1nc(NC2CCCC2)c2[nH]cnc2n1 | i | -6% | -25 | 0% | -1% | -4%&-23% | -7%&3% | 4% | 8%

Later entries
canonical_smiles | ATXN viability | MCF10A rereplic | IL1B secr inh | HT1080-NT tox | SW480 rerep | KB-3-1 cytotox | HepG2 tox | HT1080 IDH1KD tx | ATXN2 expr inh
CCN(CC)S(=O)(=O)c1ccc(N2CCOCC2)c(NC(=O)c2cccc3ccccc23)c1 | i | 3% | u | -7% | 5% | -14% | 0% | -5% | -32%
C#CCNC(=O)C[C@@H]1C[C@@]2(C(=O)OCC)CCCC=C2N(Cc2ccc(Cl)cc2Cl)C1=O | u | x | -19 | 1% | x | -27% | x | 5% | -14%
COc1ccc(N2CCN(C(=O)CN3C(=O)c4ccccc4S3(=O)=O)CC2)cc1 | i | 1% | 7 | -2% | -2% | -1% | -4% | 8% | -7%
COc1cc(S(=O)(=O)Nc2cccnc2)ccc1Cl | u | 11% | 6 | 2% | 0% | 6% | -7% | -3% | x
CN(C)c1ccc(/C=C/c2nc3ccccc3c(=O)n2-c2ccc(C(=O)O)cc2)cc1 | x | 18µM* | -7 | 2% | 21µM* | 8% | -18% | -12% | 7%
CCCn1c(SCC(=O)NC)nc2sc3c(c2c1=O)CCC3 | i | 23% | 39 | 10% | 3% | -3% | 2% | -11% | 2%
C=CCC[C@@H](CCCCC)OC(=O)/C=C/[C@@H](O)[C@H](O)C[C@H](O)CC=C | u | x | u | -18% | x | -14% | x | u | -14%
c1cn2cc(CSC3CCCCC3)nc2s1 | i | 18% | 10 | 4% | -3%[9.22 µM] | 1% | 2% | 1% | 44%[activator]
CCOC(=O)C1=C(CN2CCC(C)CC2)NC(=O)NC1c1ccc(F)cc1 (stereo unspecified) | i | x | x | x | x | -3% | -24% | x | 0%
CCOC(=O)CCCCCC(=O)Nc1ccc2c(c1)C(=O)N([C@H](C)CO)C[C@H](C)[C@@H](CN(C)S(C)(=O)=O)OCCCC[C@@H](C)O2 | i | x | -13 | 11% | x | 14% | -8% | 15% | -8%
O=C(CSCc1c(F)cccc1Cl)NCc1cccnc1 | i | -1% | 23 | 12% | -2% | 1% | 4% | 11% | 1%
C[C@H](CO)N1C[C@H](C)[C@@H](CN(C)S(=O)(=O)c2ccc(Cl)cc2)Oc2ccc(NS(=O)(=O)c3ccccc3)cc2CC1=O | u | 6% | -27 | -22% | -4% | -25% | 3% | u | u
CSc1ncc(CN2CCCCC2C(=O)Nc2ccc(Oc3ccccc3)nc2)cn1 (stereo unspecified) | i | u | 8 | 0% | -2% | -2% | -3% | -26% | 18%
COCCN1C(=S)NC(c2cccc(C(F)(F)F)c2)C(C(=O)N2CCOCC2)=C1C (stereo unspecified) | i | 0% | 3 | 4% | -12% | 8% | -1% | 15% | -10%
O=C(COc1ccccc1)NNC(=S)NC(=O)c1ccccc1 | i | 0% | 32 | u | -9% | -5% | -10% | -4% | u
CC(C)N(c1ccccc1)c1ccc(NC(=O)COC(=O)CCN2C(=O)c3cccc([N+](=O)[O-])c3C2=O)cc1 | i | u | -24 | -27% | u | -11% | -42% | u | -17%
CCOc1ccc2c(c1)OC(c1ccc(OC)cc1)(C(F)(F)F)NC2=O (stereo unspecified) | u | 2.3µM* | -29 | u | 5.2µM* | 5.2µM* | -17% | 4.6µM* | 22%
CC(C)OC(=O)c1ccc(COc2ccc3ccc(=O)oc3c2)o1 | i | 2% | 4 | 5% | -13% | 0% | -34% | -6% | 23%
Cc1cc(C)cc(C(=O)NC(CC(N)=O)c2ccc(N3CCC(Cc4ccccc4)CC3)c([N+](=O)[O-])c2)c1 (stereo unspecified) | u | 0% | -5 | -2% | -3% | 5% | -19% | -4% | -10%
O=C1CN(c2cc(Cl)cc(Cl)c2)C(=O)CN1/N=C/c1cccnc1 | i | -13% | x | 8% | 19% | 2% | 15% | 6% | 12%
Cc1cc2c(c(SCC(=O)N(C)c3ccccc3)n1)C(=O)OC2 | i | -5% | 0 | -2% | -4% | 16% | 1% | 1% | 2%
Cc1ccc(S(=O)(=O)N/N=C/c2ccc(OCC(=O)N3CCOCC3)cc2)cc1 | i | 4% | 11 | -7% | 6% | 10% | 1% | 16% | -15%
COC(=O)c1nnn(-c2ccc(Cl)c(Cl)c2)c1C(=O)OC | i | 4% | -15 | 1% | 2% | 4% | 1% | 20% | 3%
O=C(CN1CCN(c2ccc(F)cc2)CC1)N(C1CCCC1)C1CCS(=O)(=O)C1 (stereo unspecified) | i | 0% | -4 | 9% | -1% | 0% | 7% | -9% | 0%
Cc1ccnc(NS(=O)(=O)c2ccc(NC(=O)C3CC=CCC3C(=O)O)cc2)n1 (stereo unspecified) | i | -7% | -1 | 10% | 1% | 3% | 8% | -1% | 11%[11.3 µM]
COc1cc(C(=O)NCc2nnc(SCC(=O)N3CCCc4ccccc43)o2)cc(OC)c1OC | i | -15% | 3 | 4% | 2% | -8% | 11% | 14% | -27%[11.3 µM]
Cc1cc(NC(=O)/C=C/c2ccccc2)no1 | i | 15% | -9 | 6% | 1% | 20% | -36% | 7% | 29%
CCOC(=O)c1ccccc1NC(=O)c1cn(CC)c2nc(C)ccc2c1=O | i | 0% | 15 | 10% | -10% | 0% | -42% | 11% | -2%
CN1CC(=O)N(CC(=O)Nc2ccc(Br)cc2F)C1=O | i | 1% | 5 | 18% | 3% | 11% | -2% | 11% | 4%
CCOc1ccc(-c2c(C#N)c(N)nc3sc(C(=O)c4ccccc4)c(N)c23)cc1 | i | 1% | 83 | -5% | 10% | -1% | -23% | -1% | x
O=C(c1cnccn1)N(c1ccccc1)C1(C(=O)NC2CCCCC2)CCCCC1 | i | -1% | 13 | 15% | 1% | -3% | -15% | 16% | 13%
Cc1cccc(N2CN(Cc3cccnc3)CNC2=S)c1 | i | -2% | 1 | 20% | 1% | 4% | 4% | 2% | -11%
COc1cccc(NC(=S)N(CCCN2CCN(C)CC2)Cc2ccco2)c1 | i | 1% | u | -4% | -2% | 14% | -12% | -7% | -7%
CCOC(=O)C1CCN(S(=O)(=O)c2ccc(C)cc2)CC1 | u | 0% | 39 | -2% | 4% | 1% | 0% | 9% | -6%
CCOC(=O)CN1C(=O)CN(c2ccc(C)cc2)C1=O | u | -7% | 15 | 1% | -101%[inhibitor] | 0% | -2% | -2% | 52%[activator]
COc1ccc(N2CCN(C(=O)CN(C)S(=O)(=O)c3cnc[nH]3)CC2)cc1 | i | 0% | 30 | 9% | 0% | 0% | 14% | 9% | 1%
CCOc1ccc(NC(=O)CN(c2ccc(OC)cc2)S(=O)(=O)c2cccs2)cc1 | i | 16% | 2 | -12% | 3% | 1% | -6% | -10% | -6%
CNC(=O)C[C@H]1C(=O)N(C2CCCCC2)C[C@@H]1C | i | x | -3 | -2% | x | 4% | 2% | 1% | -10%
